# High-throughput results: PubChem, National Center for Advancing Translational Sciences (NCATS)
# PKM2 act – qHTS Assay for Activators of Human Muscle isoform 2 Pyruvate Kinase | Potency, µM (top dose mostly 57.5 µM), without a hit: at the top dose activation, usual class: activators | 260,000 tested, 0.34% active | purified PKM2, Kinase-Glo ATP luminescence, activation; response scale: 0% is enzyme alone, no compound | Pyruvate kinase PKM (Homo sapiens), P14618; further: potency means the concentration at half of the fitted maximal effect; nearly all actives have a fitted effect of over 55% in size
#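 Kinase-Glo luminescence reports ATP generated from ADP (0.1 mM) and PEP (0.5 mM) by purified hPK-M2 after 1 h at room temperature, pH 7.2 imidazole buffer; intermediate enzyme activity allows detecting inhibitors and activators.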
# USP2a block – qHTS Assay for Inhibitors of Ubiquitin-specific Protease USP2a Using CHOP2 as the Reporter; Ubiquitin carboxyl-terminal hydrolase 2 (Homo sapiens), O75604; 330,000 tested, 0.01% active; AID 463254, 2010; USP2 core, Ub-CHOP2 coupled fluorogenic reporter, 485/531; Potency, µM (titrated, usually from 38.3 µM), for the others: at the top dose activity change, negative = inhibition, usual class: inhibitors;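 further: potency means the concentration at half of the fitted maximal effect; plate controls were DMSO wells for no effect and full inhibition by NEM control for full effect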
#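 USP2 core (10nM final) preincubated 30min RT with compound in 20mM Tris-HCl pH 8.0, 2mM CaCl2, 2mM beta-mercaptoethanol, 0.05% CHAPS; 25nM Ub-CHOP2 plus 25nM reporter substrate added, fluorescence (Ex485/Em531) read after 60min.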
# Coupling enz – qHTS Assay for Inhibitors of Fructose-1,6-bisphosphate Aldolase from Giardia Lamblia: Coupling assay counterscreen; coupling enzyme system counterscreen, AmpLite Red fluorescence; activity change, negative = inhibition, % at 58.2 µM, hits read low; 290,000 tested, 0.67% active; in the data active means activity change below about -30%
#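 Coupling enzymes only (glyceraldehyde-3-phosphate) + compound, at 57.5 uM final, 10 min RT; add substrate/coupling/AmpLite Red mix, 20 min RT; fluorescence ex 525/em 598 nm. Actives flag coupling-system interference.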
# BCR signal inh – qHTS Assay to Find Inhibitors of Chronic Active B-Cell Receptor Signaling; ABC-DLBCL IkBa-CBG/CBR reporter, luminescence ratio, 4 h; Potency, µM (doses to about 46.1 µM), without a hit: top-dose ratio change, negative = lower green/red ratio, most hits filed as inhibitors; 340,000 tested, 0.05% active; AID 493014, 2011; active means well fitted inhibition curve with a large enough effect in the signal ratio, with a control signal flat, not every such curve was filed as active; inconclusive means small, poorly fitted or top-dose-only effect, or effect the other way, or a change in a side signal; the % refers to the signal ratio;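 further: potency means the concentration at half of the fitted maximal effect; plate controls were basal doxycycline-induced cells for no effect and cells given 10 µM MG132 for full effect; MG132 reads +100%, hits lower the ratio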
#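 Concentration-response series (up to 46 uM) were applied to TMD8 dual-reporter cells for 4 h at 37C with doxycycline. Green/red ratio, after filter-overlap correction, defined %Activity; red signal alone was normalised to basal cells and zero luminescence.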
# KCNH2 3.1 inh – qHTS for Inhibitors of KCHN2 3.1: Mutant qHTS. 340,000 tested, 0.95% active. activity change, % (tested at about 1.8 µM). U2OS KCNH2 3.1, thallium flux FluxOr; active compounds read low. Potassium voltage-gated channel subfamily H member 2, brain isoform KCNH2 3.1 (human). AID 720553, 2013;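 active means maximum activity change below -70%; inconclusive means maximum activity change from -70% to -50%; inactive means maximum activity change above -50%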;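 further: thallium influx rate constant from kinetic fluorescence after stimulation buffer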
#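 Channel expression came from 3.1 mutant virus (1.77 x 10^8 /mL) applied to suspended U2OS cells for 4 h. Flux was tracked with FluxOr dye plus Red40 quencher, and kinetic rate constants normalized to controls.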
# Giardia killer – Small Molecules that selectively kill Giardia lamblia: qHTS; Giardia lamblia trophozoite viability; activity change, % at 7.66 µM, hits read low; 340,000 tested, 0.15% active; AID 540267, 2011; in the data active means activity change below about -80%; inconclusive means between about -30% and that limit;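 further: parasites exposed to compound for two days anaerobically before the ATP read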
#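 Media and compound were dispensed first, then trophozoites at 100 cells/well; plates sat 48 hrs at 37 deg C without oxygen before ATP luminescence reagent was added and read after 15-30 min at room temperature.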
# uPA surface inh – qHTS for Inhibitors of Cell Surface uPA Generation; cell surface uPA generation assay, qHTS; Potency, µM (doses to about 38.3 µM), inactives show at the highest dose activity change, negative = inhibition, most hits filed as inhibitors; 330,000 tested, 0.31% active; active means well fitted inhibition curve with a large enough effect; inconclusive means small, poorly fitted or top-dose-only effect; inactive means no such curve, though single readings can be large or run the other way; tested in mouse RAW 264.7 cells; further: potency means the concentration at half of the fitted maximal effect; nearly all actives have a fitted effect of over 55% in size
# KCNH2 WT inh – qHTS for Inhibitors of KCHN2 3.1: Wildtype qHTS; 340,000 tested, 0.37% active; Voltage-gated inwardly rectifying potassium channel KCNH2 (Homo sapiens), Q12809; U2OS, BacMam KCNH2, thallium flux FluxOr; active compounds read low; AID 720551, 2013; activity change, % at 1.84 µM;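 active means maximum activity change below -70%; inconclusive means maximum activity change between -70% and -50%; inactive means maximum activity change above -50%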
#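 U2OS cells were transduced with wild-type KCNH2 virus (2.03 x 10^8 / mL) for 4 h at room temperature, then cultured overnight at 37 C. Thallium flux was read with FluxOr dye. Rate constants were normalized to DMSO controls.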
# B2AR arrestin – qHTS assay of beta-arrestin-biased ligands of beta2-adrenergic receptor; Beta-2 adrenergic receptor (Homo sapiens), P07550; beta-arrestin recruitment to beta2AR, cell-based reporter; Potency, µM (doses to about 46.1 µM), for the others: at the top dose activation, usual class: activators; 330,000 tested, 0.02% active;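 further: potency means the concentration at half of the fitted maximal effect; 0% = DMSO controls and full agonism = EC100 isoproterenol or metaproterenol; nearly all actives have a fitted effect of over 65% in size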
# Target sequence (P07550 whole entry, looked up): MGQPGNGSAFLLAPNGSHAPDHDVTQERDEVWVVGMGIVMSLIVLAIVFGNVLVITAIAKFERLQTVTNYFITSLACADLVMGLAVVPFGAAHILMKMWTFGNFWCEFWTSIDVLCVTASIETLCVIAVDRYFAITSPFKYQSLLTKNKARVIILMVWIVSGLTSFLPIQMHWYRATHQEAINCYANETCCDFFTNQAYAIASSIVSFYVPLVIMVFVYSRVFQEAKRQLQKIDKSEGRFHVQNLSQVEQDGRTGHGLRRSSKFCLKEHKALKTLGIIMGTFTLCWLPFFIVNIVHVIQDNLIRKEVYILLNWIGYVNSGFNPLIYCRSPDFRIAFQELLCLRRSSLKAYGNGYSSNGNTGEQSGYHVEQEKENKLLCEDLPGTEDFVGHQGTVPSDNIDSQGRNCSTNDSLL
# GALK inh – qHTS Assay for Inhibitors of Human Galactokinase (GALK) | Purified GALK, Kinase-Glo residual ATP luminescence | Potency, µM (titrated, usually from 57.5 µM), for inactives: at the highest dose activity change, negative = inhibition, hits mostly inhibitors | 270,000 tested, 0.007% active; further: potency means the concentration at half of the fitted maximal effect
# Target sequence (P51570 whole entry, looked up): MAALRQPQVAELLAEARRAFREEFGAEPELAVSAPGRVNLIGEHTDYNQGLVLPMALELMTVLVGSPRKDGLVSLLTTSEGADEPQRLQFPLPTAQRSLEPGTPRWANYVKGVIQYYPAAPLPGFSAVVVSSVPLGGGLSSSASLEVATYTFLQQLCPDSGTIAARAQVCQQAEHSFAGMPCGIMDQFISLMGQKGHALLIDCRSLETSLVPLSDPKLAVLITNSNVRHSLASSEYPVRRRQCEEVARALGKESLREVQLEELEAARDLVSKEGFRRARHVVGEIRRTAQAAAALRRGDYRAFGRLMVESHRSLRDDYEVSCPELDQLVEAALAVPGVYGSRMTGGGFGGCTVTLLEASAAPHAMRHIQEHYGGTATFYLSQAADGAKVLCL
#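 Compounds were pin-transferred into ATP buffer (35 uM final), then GALK plus galactose (5 nM, 100 uM final) was added. After 1 h at room temperature, Kinase-Glo Plus was added and luminescence read after 10 min.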
# Eya2 phos inh – qHTS Assay for Inhibitors of the Phosphatase Activity of Eya2 | Potency, µM (highest dose often 76.9 µM), for inactives: at the top dose activity, negative = inhibition, usual class: inhibitors | recombinant Eya2, OMFP fluorescence dephosphorylation (OMFP is methylfluorescein phosphate) | Protein phosphatase EYA2 (Homo sapiens), O00167 | 330,000 tested, 0.006% active; further: potency means the concentration at half of the fitted maximal effect
#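 Eya2 (0.2 uM) preincubated 10 min at ambient with compound, then OMFP substrate added at 50 uM; 10 min reaction in 50 mM HEPES pH 7.5, 50 mM NaCl, 5 uM MgCl2, 0.05% BSA, 1 mM DTT. Fluorescence read at Ex 485/Em 525 nm.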
# * = called active by the depositor; u = inconclusive; x = not tested or not shown; [ ] = dose if it differs, or a comment. Unless noted, the call rests on the fitted dose curve; in most records, active means well fitted curve in the direction sought with a large enough effect; inconclusive means small, poorly fitted or top-dose-only effect, or another doubt; inactive means no such curve, though single readings can be large; an effect the other way counts as inactive or inconclusive. Unless noted, on the % scale 0 is the no-effect control and ±100 the full control effect.
SMILES,PKM2 act,USP2a block,Coupling enz,BCR signal inh,KCNH2 3.1 inh,Giardia killer,uPA surface inh,KCNH2 WT inh,B2AR arrestin,GALK inh,Eya2 phos inh
CCc1ccc2oc(-c3ccc(OC)cc3)cc(=Nc3c(C)n(C)n(-c4ccccc4)c3=O)c2c1,-13%,5%,-1,u,-3,-18,8.9µM*,-1,0.4%,-2%,-14%
Cc1c(Cl)cccc1-c1ccc(/C=N/n2cnnc2)o1,4%,0%,0,-2%,0,-11,6%,-14,-0.3%,0%,1%
CCOC(=O)C1CCN(C(=O)CN2C(=O)c3cccnc3Oc3ccccc32)CC1,x,0%,x,-3%,18,3,-4%,-15,0.1%,5%,-1%
CN1CCCN(C(=O)CNC(=O)c2ccc(Cl)cc2Cl)CC1,x,1%,x,-2%,7,-9,-1%,-6,-0.1%,x,-14%
O=C(NCCOc1ccccc1F)c1cc([N+](=O)[O-])ccc1N1CCOCC1,3%,0%,2,-2%,5,-1,-16%,24,-0.3%,-2%,-20%
Cn1c(=O)c2c(nc(Oc3ccc4c(c3)OCO4)n2Cc2ccc(Br)cc2)n(C)c1=O,-2%,2%,0,3%,4,-10,-2%,-7,0.1%,-1%,u
Cc1ccc(-c2noc(/C=C/c3ccccc3)n2)cc1,1%,2%,2,0%,u,-9,7%,-10,0.0%,-2%,7%
Cc1nc2cc(Nc3nnc(-c4ccccc4)c4ccccc34)ccc2n1C,0%,0%,-2,u,-6,u,u,0,-0.8%,1%,-14%
CCC1Oc2ccccc2N(CC(=O)NC2CCCCC2C)C1=O (stereo unspecified),x,4%,0,12%,14,-5,15%,5,0.0%,-10%,-21%
NC(=O)c1ccc(NC(=O)CN2CCN(S(=O)(=O)c3ccc4c(c3)OCCO4)CC2)cc1,x,0%,x,u,-5,14,-1%,-7,0.2%,x,-13%
Cc1ccc(S(=O)(=O)n2ccc(-c3ccc(OCc4c(F)cccc4Cl)cc3)n2)cc1,4%,-2%,-2,5%,0,8,3%,3,0.5%,-4%,-4%
CCCCN(CC)C(=O)Cn1nc(Cc2ccncc2)c2ccccc2c1=O,x,-6%,0,-5%,-10,11,-3%,-5,-0.3%,1%,1%
CCOc1ccc(N(CC(=O)NCc2ccc(F)cc2)C(=O)c2ccco2)cc1,-1%,2%,0,-7%,-14,-2,17%,5,-0.1%,16%,1%
CSc1nnc(-c2sc3cc(C(F)(F)F)cnc3c2-c2cccnc2)n1C,3%,-1%,4,0%,-8,0,-12%,4,0.3%,3%,1%
COc1ccc(-c2cc3onc(-c4c(Cl)cccc4Cl)c3c(=O)n2C)cc1,x,4%,x,7%,-10,-4,u,u,-0.1%,x,5%
O=C(NCc1ccc2c(c1)OCO2)C1CC(c2cccc(Br)c2)=NO1 (stereo unspecified),0%,1%,5,-5%,-7,-2,2%,-5,-0.3%,0%,-15%
COc1ccc(-c2nc3nc(SC)nn3cc2C)cc1F,-8%,-1%,-2,-2%,-9,1,-5%,1,0.0%,3%,-9%
COc1ccc(N2CC(C(=O)Nc3ccncc3)CC2=O)cc1 (stereo unspecified),x,0%,0,3%,-2,13,0%,-5,-0.1%,3%,-2%
CN1/C(=C\C(=S)NC(=O)c2cccc(Br)c2)C(C)(C)c2ccccc21,-1%,1%,1,u,-1,3,-3%,1,-0.7%,0%,-5%
COc1ccccc1NS(=O)(=O)c1cccc(C(=O)N/N=C/c2c(C)nn(-c3ccccc3)c2N2CCCC2)c1,5%,-6%,5,1%,-8,3,12%,7,-0.9%,3%,8%

# uPA surface inh: what is marked active above
SMILES,PKM2 act,USP2a block,uPA surface inh,B2AR arrestin,GALK inh,Eya2 phos inh
CCc1ccc2oc(-c3ccc(OC)cc3)cc(=Nc3c(C)n(C)n(-c4ccccc4)c3=O)c2c1,-13%,5%,8.9µM*,0.4%,-2%,-14%

# (listing goes on)
SMILES,PKM2 act,USP2a block,Coupling enz,BCR signal inh,KCNH2 3.1 inh,Giardia killer,uPA surface inh,KCNH2 WT inh,B2AR arrestin,GALK inh,Eya2 phos inh
O=C(Nc1ccc(C(=O)N2CCOCC2)cc1)c1cccc(Br)c1,-2%,0%,x,-1%,x,-6,-4%,-1,-0.8%,-3%,1%
O=C(CCS(=O)(=O)c1ccccc1)NC1CCCCC1,-8%,1%,x,-1%,-8,-17,-3%,1,-0.1%,-5%,1%
O=C(Nc1ccc(Cl)cc1[N+](=O)[O-])c1ccc2c(c1)OCCO2,0%,1%,2,4%,-17,-29,1%,-2,-0.1%,3%,3%
COC(=O)[C@H](C)NC(=O)NCc1ccc(S(N)(=O)=O)cc1,-5%,-5%,-1,-2%,6,20,2%,-2,0.5%,3%,-8%
N#Cc1ccc(OCC(=O)NCC(c2cccs2)N2CCOCC2)cc1 (stereo unspecified),1%,2%,1,4%,9,-17,0%,24,-0.4%,-4%,2%
CC1=CC(=O)CC2C1(C)CCC(C)C2(C)CCC(C)CC(=O)O (stereo unspecified),5%,2%,10,4%,6,27,5%,2,0.5%,1%,5%
O=C(NC1CC1)c1nc(Cn2cc([N+](=O)[O-])cn2)no1,x,0%,x,6%,3,37[activator],-4%,-73*,-0.1%,-3%,2%
CCOc1ccc(C(=O)NCCCN(CC)CC)cc1,0%,0%,6,2%,-13,1,-3%,26,-0.1%,2%,-2%
CCOC(=O)COc1ccc(S(=O)(=O)N2CCN(c3ccccc3F)CC2)cc1,0%,1%,0,3%,3,-3,8%,-4,-1.7%,-2%,-12%
COc1ccccc1OCC(=O)Nc1ccccc1C(=O)N1CCCCC1,-1%,3%,x,3%,16,39[activator],7%,-7,-0.6%,-2%,-7%
Cc1nc2ccc(S(=O)(=O)NCC(=O)N3CCOCC3)cc2s1,25%,0%,3,0%,-1,-3,3%,-1,0.2%,-1%,10%
CCC(=O)Nc1ccccc1-c1nnn(CC(=O)N2c3ccccc3CC2C)n1 (stereo unspecified),4%,2%,3,u,-25,0,7%,7,-0.3%,1%,10%
CC(=O)NC1C(=O)Nc2c(C)cc(C)cc21 (stereo unspecified),-1%,2%,2,1%,25,-9,3%,-6,-0.3%,0%,2%
CCOC(=O)N1CCN(C(=O)COC(=O)c2cc(C)ccc2C)CC1,x,1%,x,-8%,-10,7,-1%,2,-0.3%,x,8%
COc1ccccc1NC(=S)N1CCN(c2ccc(F)cc2)CC1,-12%,-1%,0,4%,4,-12,u,7,-0.9%,1%,-25%
COc1ccccc1N1CCN(c2nc(N)c(C#N)c(CC#N)c2C#N)CC1,u,-9%,-19,u,-1,1,-5%,-9,-0.3%,5%,21%
CCOC(=O)CSc1nnc(NC(=O)c2ccc3c(c2)OCO3)s1,-7%,3%,x,u,-11,u,u,8,-0.1%,-1%,-2%
CCCCc1nc2cc(C(=O)N3CCC(OCCOC)CC3)ccc2o1,x,1%,x,0%,-6,4,-4%,-18,0.3%,-5%,1%

# One compound at a time (already shown). Order of values: PKM2 act	USP2a block	Coupling enz	BCR signal inh	KCNH2 3.1 inh	Giardia killer	uPA surface inh	KCNH2 WT inh	B2AR arrestin	GALK inh	Eya2 phos inh
# CCOC(=O)COc1ccc(S(=O)(=O)N2CCN(c3ccccc3F)CC2)cc1 is listed as 0%	1%	0	3%	3	-3	8%	-4	-1.7%	-2%	-12%
# Cn1c(=O)c2c(nc(Oc3ccc4c(c3)OCO4)n2Cc2ccc(Br)cc2)n(C)c1=O is listed as -2%	2%	0	3%	4	-10	-2%	-7	0.1%	-1%	u
# CCOc1ccc(N(CC(=O)NCc2ccc(F)cc2)C(=O)c2ccco2)cc1 is listed as -1%	2%	0	-7%	-14	-2	17%	5	-0.1%	16%	1%
